Assay outcomes deposited in PubChem by several laboratories.
Rin1 Abl inh: human Rin1-Abl interaction inhibition; P00519+Q13671; TR-FRET Rin1/Abl binding, biochemical; inhibition, % at 7.35 µM; actives 0.4% (n = 360,000); AID 588664; in the data active means inhibition above about 5%, passing the limit was not always enough
MsrA inhibitor: inhibitors of bovine MsrA | inhibition, % at 15.5 µM | actives 0.75% (n = 360,000) | purified bovine MsrA, absorbance read-out | AID 651718; in the data active means inhibition above about 4.5%;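 further: 0% = vehicle wells with enzyme and 100% = reference inhibitor wells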
CSN deneddyl inh: blocks human CSN-mediated cullin deneddylation; Purified CSN, SCF-Nedd8-OG deneddylation, fluorescence polarization; inhibition, % at 12.5 µM; actives 0.38% (n = 360,000); Q92905;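 active means pattern-corrected inhibition above about 35%, with an unprinted fluorescence ratio check between 0.5 and 1.5, limit read from the data, passing the limit was not always enough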;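 further: 0% = enzyme with substrate and 100% = substrate without enzyme; some results filed as inactive read as strong as hits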
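Assay system: purified human Csn5 enzyme expressed in HEK293T cells; measure: % inhibition; also added: SCFSkp2-Nedd8OG substrate at 10 nM final; technique: fluorescence polarization; times: reaction 90 min, room temperature; medium: Tris buffer pH 7.5, NaCl, DTT, Tween-20, trehalose, ovalbumin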
PABP1 MLLE inh: blocks PAM2 peptide binding to the PABP1 MLLE domain; P11940; GST-MLLE / FITC-PAM2 fluorescence polarization; inhibition, % at 20 µM; actives 0.36% (n = 360,000); in the data active means inhibition above about 35%, passing the limit was not always enough;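 further: plate controls were DMSO wells with GST-MLLE for no effect and wells lacking GST-MLLE protein for full effect; some results filed as inactive read as strong as hits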
eLon inh: E. coli protease La inhibition. P0A9M0. purified E. coli Lon protease, fluorescence polarization. inhibition, % at 7.94 µM. actives 0.42% (n = 360,000); in the data active means inhibition above about 13%, passing the limit was not always enough;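 further: 0% = enzyme with probe and DMSO and 100% = no enzyme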
bovine MsrA act: activators of bovine methionine sulfoxide reductase A | purified bovine MsrA, absorbance read-out | activation, % at 10.6 µM | actives 0.3% (n = 360,000) | AID 602163; in the data active means activation above about 7.5%;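 further: 0% = vehicle and 100% = reference activator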
FAS-TE inh: blocks the thioesterase domain of human fatty acid synthase; inhibition, % at 15 µM; recombinant FAS-TE, OMFH fluorogenic substrate, fluorescence endpoint; actives 0.67% (n = 360,000);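 active means compounds whose normalised, plate-corrected inhibition of enzyme fluorescence in the single-dose primary screen is 50% or more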;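 further: 0% = DMSO with enzyme and 100% = substrate without enzyme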
Target sequence (P49327 whole entry, looked up, the tested form may be a part): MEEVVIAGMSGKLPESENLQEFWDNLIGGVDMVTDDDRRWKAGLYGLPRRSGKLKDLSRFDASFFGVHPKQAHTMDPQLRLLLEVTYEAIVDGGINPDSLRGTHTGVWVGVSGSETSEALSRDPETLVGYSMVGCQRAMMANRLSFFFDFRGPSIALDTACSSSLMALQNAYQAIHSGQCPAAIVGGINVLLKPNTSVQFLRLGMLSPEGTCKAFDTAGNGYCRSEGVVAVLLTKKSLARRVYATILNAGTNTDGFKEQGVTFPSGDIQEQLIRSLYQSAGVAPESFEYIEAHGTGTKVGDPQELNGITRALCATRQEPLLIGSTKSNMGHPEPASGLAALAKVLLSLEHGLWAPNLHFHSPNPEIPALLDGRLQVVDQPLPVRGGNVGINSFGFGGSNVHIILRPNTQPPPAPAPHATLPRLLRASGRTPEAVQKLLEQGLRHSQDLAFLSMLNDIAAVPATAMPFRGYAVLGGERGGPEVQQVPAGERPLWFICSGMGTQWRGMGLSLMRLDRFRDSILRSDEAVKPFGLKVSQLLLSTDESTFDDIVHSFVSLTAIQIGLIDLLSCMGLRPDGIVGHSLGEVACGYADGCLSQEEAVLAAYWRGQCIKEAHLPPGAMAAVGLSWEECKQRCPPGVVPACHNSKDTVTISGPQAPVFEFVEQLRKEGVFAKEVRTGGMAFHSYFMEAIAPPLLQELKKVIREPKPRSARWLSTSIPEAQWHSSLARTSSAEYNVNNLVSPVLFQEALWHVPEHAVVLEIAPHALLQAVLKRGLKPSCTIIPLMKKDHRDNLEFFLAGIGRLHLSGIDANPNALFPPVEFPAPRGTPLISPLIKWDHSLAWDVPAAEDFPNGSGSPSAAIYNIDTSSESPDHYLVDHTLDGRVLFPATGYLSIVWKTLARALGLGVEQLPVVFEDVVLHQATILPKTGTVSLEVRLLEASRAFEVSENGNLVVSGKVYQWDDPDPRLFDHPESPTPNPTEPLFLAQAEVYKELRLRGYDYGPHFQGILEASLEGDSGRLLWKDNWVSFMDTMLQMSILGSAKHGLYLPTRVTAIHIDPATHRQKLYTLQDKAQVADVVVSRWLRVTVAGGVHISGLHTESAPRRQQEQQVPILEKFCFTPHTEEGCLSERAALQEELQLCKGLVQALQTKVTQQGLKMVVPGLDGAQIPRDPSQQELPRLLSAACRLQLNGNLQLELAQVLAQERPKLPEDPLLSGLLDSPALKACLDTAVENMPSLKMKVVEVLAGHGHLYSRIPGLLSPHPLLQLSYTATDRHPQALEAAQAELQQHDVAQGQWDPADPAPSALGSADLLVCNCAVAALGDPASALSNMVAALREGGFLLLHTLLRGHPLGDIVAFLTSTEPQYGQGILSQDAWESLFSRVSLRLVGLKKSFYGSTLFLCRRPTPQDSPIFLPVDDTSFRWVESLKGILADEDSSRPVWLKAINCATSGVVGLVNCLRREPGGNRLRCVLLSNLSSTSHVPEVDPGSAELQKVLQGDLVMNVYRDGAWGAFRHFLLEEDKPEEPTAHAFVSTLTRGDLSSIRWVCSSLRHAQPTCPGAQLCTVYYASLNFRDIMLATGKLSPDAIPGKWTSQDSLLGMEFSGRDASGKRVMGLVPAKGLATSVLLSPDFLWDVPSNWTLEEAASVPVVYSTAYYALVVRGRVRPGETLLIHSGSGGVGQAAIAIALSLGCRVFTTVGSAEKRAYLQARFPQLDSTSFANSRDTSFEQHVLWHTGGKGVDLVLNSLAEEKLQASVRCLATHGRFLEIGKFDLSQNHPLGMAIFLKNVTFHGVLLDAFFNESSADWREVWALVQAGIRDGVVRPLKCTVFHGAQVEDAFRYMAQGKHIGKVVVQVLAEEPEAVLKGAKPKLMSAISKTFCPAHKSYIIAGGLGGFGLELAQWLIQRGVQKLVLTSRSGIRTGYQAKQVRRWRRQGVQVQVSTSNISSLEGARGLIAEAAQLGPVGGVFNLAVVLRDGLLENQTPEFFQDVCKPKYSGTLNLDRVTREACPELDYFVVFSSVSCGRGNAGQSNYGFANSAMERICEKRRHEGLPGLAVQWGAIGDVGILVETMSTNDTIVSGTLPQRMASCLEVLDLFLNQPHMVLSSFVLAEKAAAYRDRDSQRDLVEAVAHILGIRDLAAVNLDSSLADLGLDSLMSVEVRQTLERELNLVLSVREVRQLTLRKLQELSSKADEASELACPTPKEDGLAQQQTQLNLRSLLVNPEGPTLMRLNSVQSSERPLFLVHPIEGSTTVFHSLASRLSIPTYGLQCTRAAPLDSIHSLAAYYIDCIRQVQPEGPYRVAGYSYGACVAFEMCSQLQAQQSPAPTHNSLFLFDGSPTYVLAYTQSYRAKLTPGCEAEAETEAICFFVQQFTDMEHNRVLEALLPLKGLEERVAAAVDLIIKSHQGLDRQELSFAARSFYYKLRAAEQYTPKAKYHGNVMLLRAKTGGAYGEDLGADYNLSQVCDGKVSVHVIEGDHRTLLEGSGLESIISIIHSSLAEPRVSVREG
TbMetRS inhib: Trypanosoma brucei MetRS inhibition | purified T. brucei MetRS, ATP depletion, Kinase-Glo luminescence | inhibition, % at 11.9 µM | actives 0.4% (n = 360,000) | AID 624268;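 active means inhibition above a per-plate cutoff of the control wells' mean inhibition plus 3 SD, cut at about 5.5% in these data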;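 further: 0% = DMSO wells median and 100% = median of wells with control inhibitor compound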
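Measured by: Kinase-Glo luciferase luminescence reporting remaining unconsumed ATP. Material: purified T. brucei MetRS enzyme. Doses: 11.9 µM compound single dose, 0.9% DMSO. Medium: HEPES buffer containing pyrophosphatase, BSA, spermine, DTT. Times: 15 min preincubation, 2 h reaction, all 25 °C. Reagent: methionine, ATP and bulk E. coli tRNA.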
Neddyl block: inhibitors of human cullin neddylation. TR-FRET cullin neddylation, biochemical. calls only at 25 µM. AID 651699. actives 0.58% (n = 360,000). P61081+Q13564; in the data active means inhibition above about 36%
Starred values were filed as active, the others as inactive; i = inactive; / = not tested or not shown.

SMILES	Rin1 Abl inh	MsrA inhibitor	CSN deneddyl inh	PABP1 MLLE inh	eLon inh	bovine MsrA act	FAS-TE inh	TbMetRS inhib	Neddyl block
CC(C)NC(=O)CN1C(=O)NC(CCc2ccccc2)C1=O (stereo not drawn)	0	0.1	0	-19	-3	-8	0	2.3	i
C/C(N)=C(/C#N)C(=O)COC(=O)CNS(=O)(=O)c1ccc2ccccc2c1	1	-0.7	0	15	-2	5	-1	-0.6	i
O=[N+]([O-])c1ccc(COc2cccc(CNc3ccc(F)cc3)c2)cc1	1	-1.3	3	-4	15	-2	31	0.1	i
CCN=c1sc2ccccc2n1CC(O)COc1ccccc1 (stereo not drawn)	-2	-0.4	-3	11	-3	2	6	-1.2	i
c1ccc(-c2nccc(-c3ccc(-n4cnc5ccccc54)cc3)n2)cc1	-1	-0.2	73*	0	-2	-12	20	-0.9	i
COc1ccc(NS(=O)(=O)c2cccc(C(=O)N/N=C(/C)c3ccc(-n4ccnc4)cc3)c2)cc1	-1	1.2	0	-19	-5	-6	-5	-0.4	i
Clc1ccc(-c2nc(Cc3ccccc3)no2)cc1	1	0.8	-5	0	-1	-2	4	-0.2	i
CC(=O)C[C@@H](O)CC(=O)[C@H]1OC(=O)CCCCCCc2ccccc21	1	-0.1	2	-2	-11	-1	-6	-0.3	i
Oc1c(Br)cc(Br)cc1CNn1cnnc1	-4	-1.4	2	5	4	-3	-6	0.3	i
CC1(C(=O)NS(=O)(=O)c2cccc(Cl)c2)CCN1C(=O)COc1ccc(Cl)cc1 (stereo not drawn)	0	0.9	2	12	-2	-4	-10	0.3	i
Clc1ccc(Cn2c(/C=C/c3ccco3)nc3ccccc32)cc1	-2	1.5	30	-56	-59	-2	13	-0.3	/
CCOc1ccccc1NC(=O)CSc1nnc(-c2ccccc2Cl)n1Cc1ccco1	4	-0.5	2	-1	-10	-11	6	1.0	i
CCOC(=O)N1CCN(C(=O)c2ccc3c(c2)N(Cc2cc(C)ccc2C)C(=O)c2ccccc2S3=O)CC1 (stereo not drawn)	1	1.3	4	-7	-1	-1	15	0.5	i
COc1ccc(Cl)cc1NC(=O)CN(C)CC(=O)Nc1ccc(Br)cc1	-2	-0.3	-3	5	5	8.9*	22	0.7	i
COCCn1c(SCC(=O)Nc2ccccc2C(F)(F)F)nc2ccccc2c1=O	1	0.5	-3	4	4	1	4	-0.1	i
Cc1cc(C)cc(-n2c(C)nc3cc(C(=O)O)ccc32)c1	-4	1.0	-6	15	-5	-5	-4	-0.2	i
CCOc1ccccc1C(=O)N[C@H](C(=O)NCc1ccccc1)C(C)C	-2	-0.8	-8	19	3	0	0	-0.6	i
O=C(Nc1ccc(NC(=O)c2cccs2)c(Cl)c1)c1ccco1	1	0.2	0	-4	-7	-5	-1	-0.3	i
OCCN(Cc1ccccn1)Cc1ccccn1	-3	/	-5	-5	1	-4	-6	-1.2	i
CCNC(=S)NCc1ccc2[nH]c(C)cc2c1	-11	1.1	-2	-54	4	-1	-5	0.1	i
CCn1c(SCC(=O)Nc2cc(C)on2)nnc1-c1ccc(OC)cc1	3	-1.0	5	-2	2	-9	-7	-0.2	i
NC(CSS(=O)(=O)O)=NCCC12CC3CC(CC(O)(C3)C1)C2	-1	7.5*	0	18	12	-7	-20	-0.1	i
COC(=O)c1ccc2c(c1)S(=O)(=O)NC(=NCc1ccco1)S2	-4	0.0	-2	10	-5	-6	8	-1.2	i
N#Cc1c(OCC(=O)c2ccccc2)nc2c(c1-c1ccco1)CCc1ccccc1-2	3	-0.2	4	-10	-4	-2	19	0.1	i
CCOC(=O)C1=C(C)Nc2nc(SCC)[nH]c(=O)c2C1c1ccncc1 (stereo not drawn)	2	0.0	1	2	-5	-12	0	-1.2	i
Fc1ccc(-n2cc(CNCCc3ccccn3)c(-c3ccccc3Cl)n2)cc1	-5	-0.4	-3	-1	-8	1	0	-0.2	i
Oc1ccc2ccccc2c1C=NC1CCCCC1	1	2.1	4	-16	4	-1	-5	0.0	i
O=C(CCn1nnc2ccccc21)OCC(=O)c1ccc([N+](=O)[O-])cc1	4	-0.7	-3	15	-5	1	-2	-0.1	i
O=C(COc1ccccc1)NC(=S)Nc1cccc([N+](=O)[O-])c1	1	0.4	-6	17	4	-1	27	0.8	i
CN(c1ccccc1)S(=O)(=O)c1cc(C(=O)OCC(=O)N2CCN(C(=O)c3ccco3)CC2)ccc1Cl	-1	-0.4	1	-46	0	-3	1	-0.2	i

Compound profiles, as listed above:
O=C(Nc1ccc(NC(=O)c2cccs2)c(Cl)c1)c1ccco1 as listed: Rin1 Abl inh = 1; MsrA inhibitor = 0.2; CSN deneddyl inh = 0; PABP1 MLLE inh = -4; eLon inh = -7; bovine MsrA act = -5; FAS-TE inh = -1; TbMetRS inhib = -0.3; Neddyl block = i
COC(=O)c1ccc2c(c1)S(=O)(=O)NC(=NCc1ccco1)S2 as listed: Rin1 Abl inh = -4; MsrA inhibitor = 0.0; CSN deneddyl inh = -2; PABP1 MLLE inh = 10; eLon inh = -5; bovine MsrA act = -6; FAS-TE inh = 8; TbMetRS inhib = -1.2; Neddyl block = i

(cont.)
SMILES	Rin1 Abl inh	MsrA inhibitor	CSN deneddyl inh	PABP1 MLLE inh	eLon inh	bovine MsrA act	FAS-TE inh	TbMetRS inhib	Neddyl block
CCN(C(=O)COC(=O)c1nc2nc(C)cc(C)n2n1)C1CCS(=O)(=O)C1 (stereo not drawn)	1	-0.8	3	-3	-1	-4	-4	0.1	i
COc1ccccc1CNC(=O)COC(=O)c1cccc(S(=O)(=O)N2CCCCC2)c1	0	-0.5	-2	-22	-5	-10	6	-0.5	i
COc1cc(OC)c(C(=O)OCC(=O)Nc2ccc(S(=O)(=O)N3CCOCC3)cc2)cc1OC	4	0.6	-2	-48	3	1	0	0.0	i
COc1c(Cl)cc(C(=O)Nc2ccc(Cl)cn2)cc1Cl	1	0.4	-3	-3	-2	-4	1	-0.4	i
Cc1ccc(-c2nc3ncccc3o2)cc1NC(=O)c1cccs1	2	0.6	2	10	-2	-3	2	-0.3	i
O=C(NC(=S)Nc1cccc2cc(O)ccc12)c1ccco1	-1	1.0	-3	38	-2	-5	-1	0.7	i
COCc1cc(C)nc(NCCc2ccccc2)c1C#N	-2	0.4	2	1	-10	0	3	-1.4	/
Cc1onc(-c2ccccc2Cl)c1C(=O)NCC(=O)O	6	-0.4	-1	-7	-7	1	-8	-0.7	i
Cc1ccccc1OCc1nnc(SCc2nc3ccccc3c(=O)[nH]2)n1C	0	1.1	-5	24	-13	-5	-4	-0.4	i
C1=C\CCC2(OCCO2)C2(CC/1)OCCO2	1	-0.9	4	1	4	-1	-4	-0.1	i
CCc1ccc(C(=O)Nc2nc3ccccc3[nH]2)cc1	0	-0.1	3	-11	-5	-3	-3	-0.1	i
Cn1c(SCC(=O)N2c3ccccc3Sc3ccc(Cl)cc32)nnc1-c1ccco1	1	1.1	-3	-10	-10	4	15	0.4	i
CC(=O)c1ccc(OCCCC(=O)NC(C)c2ccc(S(N)(=O)=O)cc2)cc1 (stereo not drawn)	-1	0.1	4	8	-2	-5	-6	-0.3	i
O=C(COc1ccc2ccc(=O)oc2c1)NCCN1CCOCC1	-6	2.7	-1	-8	-13	-11	-6	-0.3	i
CC(=O)Nc1cccc(NC(=O)CCN2C(=O)c3ccccc3S2(=O)=O)c1	-1	-0.2	-2	3	-3	-11	-5	-0.1	i
O=C(Cn1ccc(NC(=O)OCc2ccccc2)nc1=O)NCCc1ccccn1	9	0.2	-3	6	-3	-3	-12	-0.3	i
COc1ccc(N(CC(=O)NCc2ccco2)S(=O)(=O)c2ccccc2)cc1	-1	-0.3	-7	2	1	-2	-2	0.0	i
CCOc1ccccc1N1CCN(C(=O)c2ccc3[nH]c(C)c(C)c3c2)CC1	1	-0.7	3	-6	-4	-2	7	-0.2	i
Cc1ccccc1NC(=O)N1CCCN(c2ccc(C#N)cn2)CC1	2	1.0	2	-1	-1	-3	-8	-0.3	i
Cc1cccc(NC(=O)c2cnn(C)c2)c1C	5	0.3	-8	8	5	-6	-9	-0.1	i
Cc1ccc(CNC(=O)C(=O)NCC2OCCCN2S(=O)(=O)c2ccc(F)cc2)cc1 (stereo not drawn)	2	-0.1	1	5	9	-6	-1	-0.7	i
NC(=O)c1ccc(NCc2ccco2)c([N+](=O)[O-])c1	-6	0.2	0	-6	0	-10	-5	-1.3	i
CCOC(=O)C1=C(CN2CC(C)CC(C)C2)NC(=O)NC1c1ccc2c(c1)OCO2 (stereo not drawn)	1	0.6	-10	-6	4	-1	4	-0.2	i
Cn1ccnc1SCc1cn2cc(Br)ccc2n1	1	1.4	1	-21	-7	-2	-7	0.1	i
COC(=O)c1ccc2nc(-c3cccc(Cl)c3)c(Cc3ccccc3)n2c1	/	-0.8	1	/	2	2	25	-0.9	i
Cc1ccc[n+](Cc2ccc([N+](=O)[O-])cc2)c1	3	-0.1	-1	4	0	2	-3	-0.3	i
CCCN1CCC(=O)N([C@H](COc2ccccc2)CC(C)C)CC1	1	-0.2	-1	4	3	-4	-7	-0.4	i
CC(C)Oc1cc(S(=O)(=O)N2CCCCC2)ccc1N	-1	0.8	12	4	4	-2	-5	0.2	i
CCOc1cc(C(=S)N2CCOCC2)ccc1OS(=O)(=O)c1ccc(OC)cc1	-1	-1.2	-3	20	5	0	21	-0.4	i
COc1ccc(N2C(=O)CC(NNC(=O)c3cc(C)oc3C)C2=O)cc1 (stereo not drawn)	4	0.4	4	5	-8	-3	-6	-0.3	i
[O-]/[N+](=C/c1ccccc1)c1ccccc1	3	-0.6	7	-5	-6	-12	-9	-0.7	i
OC1(c2cccs2)CN(c2ccccc2)C2=[N+]1CCCC2 (stereo not drawn)	-4	0.0	1	7	-3	-6	-7	-0.9	i
CCCn1c(SCc2ccc(Cl)cc2)nc2c1c(=O)[nH]c(=O)n2C	1	-0.7	3	11	2	-6	0	-0.6	i
COc1ccc2c(c1)c(C(=O)OCCN(C)C)c(C)n2C	-1	-1.6	1	-7	-7	-3	-4	0.0	i
CC(C)CCOc1ccc(Cl)cc1CN1CCOCC1	-1	-0.6	-5	1	-3	-3	2	0.7	i
COc1ccc(CNC(=O)C[C@@H]2C=C[C@@H](NS(=O)(=O)c3cccc(OC)c3)[C@@H](CO)O2)cc1	/	0.2	-3	/	/	/	/	0.0	i
O=C(Nc1ccc2c(c1)nc1n2CCSC1)c1ccco1	3	1.0	-1	12	-10	2	-6	-2.0	i
O=C(NCc1ccccc1)c1onc(CSc2ccc(Cl)cc2)c1C(=O)NCC1CC1	3	1.3	-3	-1	-5	-3	20	-0.2	i
C/C=C/c1ccc(OCCCCOc2c(OC)cccc2OC)c(OC)c1	-3	-0.2	-1	0	6	-2	21	0.0	i
COc1cccc(NC(=O)c2cnsn2)c1	-2	/	1	-1	-13	-11	-9	-0.4	i
Cc1ccc(Cn2c(Sc3nccc(C)n3)nc3c2c(=O)[nH]c(=O)n3C)cc1	-1	0.6	1	-7	0	-6	12	-1.1	i
CC(=O)NC(CC(=O)Nc1ccc(S(=O)(=O)Nc2nccs2)cc1)c1ccccc1 (stereo not drawn)	2	-2.0	0	-4	5	-7	-8	-0.4	i
Cc1nonc1NC(=O)CSc1nc(C23CC4CC(CC(C4)C2)C3)nc2ccccc12	1	0.2	1	0	-6	-3	31	-0.6	i
